D3 ag: activates the human D3 dopamine receptor. P35462. D3R DiscoveRx beta-arrestin cells, luminescence, 90 min. max activation, %. 410,000 tested, 0.58% active; in the data active = max activation above about 30%; also: 0% is about no effect; mostly tested at two doses, the higher about 12 µM
Target sequence (P35462 whole entry, looked up): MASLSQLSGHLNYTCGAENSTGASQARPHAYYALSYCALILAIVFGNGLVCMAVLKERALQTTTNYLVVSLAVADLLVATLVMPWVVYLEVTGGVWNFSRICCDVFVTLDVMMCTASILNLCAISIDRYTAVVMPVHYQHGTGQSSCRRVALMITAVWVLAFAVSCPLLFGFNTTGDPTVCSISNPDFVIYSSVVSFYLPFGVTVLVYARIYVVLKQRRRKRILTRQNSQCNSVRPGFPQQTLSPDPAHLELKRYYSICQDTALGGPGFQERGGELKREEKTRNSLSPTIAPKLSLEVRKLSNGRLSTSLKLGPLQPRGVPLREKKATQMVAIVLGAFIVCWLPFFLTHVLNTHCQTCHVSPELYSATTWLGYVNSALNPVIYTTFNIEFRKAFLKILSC
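Agonist-mode cell screen: cells plated at 1500/well and incubated overnight at 37 °C, then exposed to library compounds for 90 min at 37 °C. Detection reagent was added for 30–60 min at room temperature, and luminescence was read.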
TDP-43 yeast inh: rescues yeast growth from TDP-43 toxicity | TDP-43 expressing yeast growth rescue, BacTiter-Glo, 24 h | Potency, µM (doses to about 46.1 µM), inactives show at the top dose growth rescue (activation), hits mostly activators | 410,000 tested, 1.8% active; also: potency is read from the fitted curve at half-maximal effect; % of control where 0% means no effect; nearly all actives have a fitted effect of over 50% in size
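Luminescence from BacTiter-Glo reports growth of TDP-43-expressing yeast after 24 hr at 30 deg C with compound. Cells were raffinose-pregrown to mid-log, then seeded in galactose medium at OD600=0.02.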
GLP-1R agonist: activates the human GLP-1 receptor; Potency, µM (titrated, usually from 45.6 µM), without a hit: at the top dose activation, most hits filed as activators; P43220; AID 624172; 380,000 tested, 0.007% active; HEK293 GLP-1R CRE-luciferase, luminescence, 4-6 h; cells express a hypersensitive GLP-1R form; also: potency is read from the fitted curve at half-maximal effect; % of control where 0% means no effect
Target sequence (P43220 whole entry, looked up): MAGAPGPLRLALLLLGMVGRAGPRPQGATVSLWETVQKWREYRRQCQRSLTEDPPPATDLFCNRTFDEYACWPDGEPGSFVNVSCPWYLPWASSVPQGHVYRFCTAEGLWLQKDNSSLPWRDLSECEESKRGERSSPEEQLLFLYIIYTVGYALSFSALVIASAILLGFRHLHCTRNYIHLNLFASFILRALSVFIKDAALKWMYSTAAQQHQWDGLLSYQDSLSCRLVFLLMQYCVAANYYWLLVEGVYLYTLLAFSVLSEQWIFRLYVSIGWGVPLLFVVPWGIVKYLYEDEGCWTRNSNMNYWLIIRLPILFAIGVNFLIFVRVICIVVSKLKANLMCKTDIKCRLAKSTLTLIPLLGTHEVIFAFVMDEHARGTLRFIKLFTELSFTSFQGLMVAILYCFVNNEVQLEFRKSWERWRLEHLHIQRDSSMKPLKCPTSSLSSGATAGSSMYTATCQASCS
GLP1R cytotox: cytotoxicity counter-screen for GLP-1 receptor inverse agonists; HEK293 cAMP-luciferase reporter cells, luminescence, 24 h; Potency, µM (series often up to 38.3 µM), for the others: top-dose activity change, negative = inhibition, usual class: inhibitors; 410,000 tested, 0.13% active; AID 624418;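 also: loss of luciferase light is scored as toxicity; potency is read from the fitted curve at half-maximal effect; % is scaled to controls: 0 for no effect and ±100 for the full control effect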
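Luminescence readout: signal drop marks cytotoxicity. Plated cells grew 12 h at 37 °C, 5% CO2, received 23 nL compound for 24 h, then got luciferase reagent, read after 12 min at RT.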
PTHR1 ag: PTHR1 (human) receptor agonism | Q03431 | HEK293 GP2 PTHR1 cells, GloSensor cAMP luminescence, 1 h | Potency, µM (top dose mostly 115 µM), for inactives: top-dose activation, usual class: activators | 410,000 tested, 0.075% active; also: potency is read from the fitted curve at half-maximal effect; nearly all actives have a fitted effect of over 55% in size; some results filed as inactive show a strong effect at the top dose; inactives centre near -15; many of its hits are not listed in these tables
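HEK-293-derived GP2 cells expressing PTHR1 and a GloSensor cAMP reporter, 3,000/well, plated overnight, given luciferin plus IBMX (each 0.5 mM as added) for 1 h at 37 °C, then compound for 1 h at 37 °C. Luminescence was read after 15 min at room temperature.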
D3 antag: D3 dopamine receptor (human) antagonism; P35462; D3R cells, DiscoveRx beta-arrestin luminescence, antagonist mode; stronger effect = lower value; max response, negative = inhibition, %; 360,000 tested, 2.5% active; in the data active = max response below about -50%; inconclusive = no clear call, values can overlap the other calls; also: % is scaled to controls: 0 for no effect and ±100 for the full control effect; mostly tested at two doses, the higher about 12 µM
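Cells plated overnight at 1500 cells/well, then exposed to library compounds with dopamine controls for 90 minutes at 37 degrees C. DiscoveRx reagent added for 30–60 minutes at room temperature; luminescence read, quantitative HTS format.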
GLP1R inv ag: GLP-1 receptor (human) inverse agonism | P43220 | HEK293 GLP-1R CRE-luciferase, luminescence, 24 h; GLP-1R form is constitutively active | Potency, µM (series often up to 38.3 µM), inactives show at the highest dose activity change, negative = inhibition, actives largely listed as inhibitors | 410,000 tested, 1.6% active | AID 624417; also: potency is read from the fitted curve at half-maximal effect; % is scaled to controls: 0 for no effect and ±100 for the full control effect; nearly all actives have a fitted effect of over 55% in size
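Inverse agonism was detected as reduced cAMP-driven luciferase luminescence after 24 h compound treatment. The cells were HEK293 clones expressing constitutively active human GLP-1R with the reporter. Reporter-only and GPR119 cell lines served as counterscreen controls.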
KB-V1 MDR tox: kills drug-selected multidrug resistant KB-V1 cells | KB-V1 MDR cells viability, CellTiter-Glo, 72 h | Potency, µM (titrated, usually from 46.1 µM), inactives show top-dose activity change, negative = cytotoxicity, usual class: cytotoxic | 400,000 tested, 3.4% active; also: potency is read from the fitted curve at half-maximal effect; % is scaled to controls: 0 for no effect and ±100 for the full control effect; nearly all actives have a fitted effect of over 60% in size
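Cytotoxicity via CellTiter-Glo luminescence after 72 h compound exposure at 37 degrees C. Cells: drug-selected KB-V1 line, DMEM phenol-red free plus 10% FBS. Compounds tested at multiple concentrations; normalized data fitted to concentration-effect curves.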
aSyn rescue: inhibitors of alpha-synuclein toxicity in yeast; Yeast expressing alpha-synuclein, growth rescue, BacTiter-Glo, 24 h; Potency, µM (doses to about 46.1 µM), inactives show at the top dose growth rescue (activation), hits mostly activators; 370,000 tested, 0.14% active; also: potency is read from the fitted curve at half-maximal effect; % of control where 0% means no effect; nearly all actives have a fitted effect of over 65% in size
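Screening used galactose-induced yeast with toxic alpha-synuclein levels, exposed to compound for 24 hr at 30 deg C. Cell growth, read with BacTiter-Glo luminescence, gave the measured signal.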
The depositor's hits bear a star; i = inactive; u = inconclusive; x = not tested or not shown; & = joins results of further samples; [ ] = another dose, or the depositor's remark. Unless noted, calls follow the shape of the dose curve; as a rule, active = well fitted curve in the direction sought with a large enough effect; inconclusive = small, poorly fitted or top-dose-only effect, or another doubt; inactive = no such curve, though single readings can be large; an effect the other way counts as inactive or inconclusive. Some of the compounds tested; count on the stated rates, not on these rows.

molecule | D3 ag | TDP-43 yeast inh | GLP-1R agonist | GLP1R cytotox | PTHR1 ag | D3 antag | GLP1R inv ag | KB-V1 MDR tox | aSyn rescue
COc1ccc(Nc2nc(C)cc(=O)[nH]2)c(OC)c1 | -15 | -9% | -4% | 2% | -17%[57.5 µM] | -12 | 6% | -8% | -11%
COc1ccc(C(=O)CC2OC(=O)c3ccccc32)cc1OC (stereo unspecified) | 1 | 16% | -1% | 2% | -4%[57.5 µM] | 10 | 85%[activator] | 1% | -12%
CCO[C@@H]1OC(C(=O)Nc2ccccc2)=C[C@H](c2ccc(Br)cc2)[C@H]1CCCO | -8 | u | 5% | 2% | -28% | -13 | u | 11% | u
COc1ccccc1NC(=O)c1ccc(NC(=O)CSc2ncccn2)cc1 | -3 | -3% | 1% | -16% | -13% | -6 | 0% | -1% | 0%
C=CCNc1ncnc2c1ncn2[C@H]1CN(Cc2ccco2)C[C@@H](CO)O1 | 1 | 8% | -3% | 3% | -14% | 6 | 19% | 0% | 0%
COc1ccc(C)cc1-n1nc2ccccc2n1 | 0 | 10% | 11% | 1% | -20% | -8 | -8% | 12% | 4%
CCc1cccc(CC)c1NC(=S)Nc1cccc(Cl)c1Cl | -8 | 11% | 5% | -20% | i | 12 | -13% | -9% | -8%
COc1cccc(CNc2nc3c(-c4ccccc4)nnn3c3ccccc23)c1 | 0 | 8% | -2% | 21% | -11% | x | -9% | u | x
CCN(CC)S(=O)(=O)c1cccc(C(=O)NC(C(=O)Nc2nnc(C)s2)C(C)C)c1 (stereo unspecified) | -10 | 14% | 17% | 8% | i | -18 | 9% | -1% | -2%
CCCN(CC(=O)Nc1cc(Cl)ccc1Cl)C(=O)c1ccc(N2CCCC2=O)cc1 | 9 | 15% | 1% | -22% | -32%[inhibitor] | 3 | -29% | 7.3µM* | 2%
Cc1cc(C)c(C#N)c(SCC(=O)Nc2ccc3c(c2)OCO3)n1 | -2 | 5% | 1% | -4% | -12% | u | 35%[activator] | -4% | -4%
Cc1ccc(C(=O)NCc2ccccn2)cc1S(=O)(=O)N1CCCCC1 | -5 | -15% | -3% | -2% | -34% | -5 | 1% | u | 4%
CC(O/N=C(\N)c1ccccc1)C(=O)Nc1cccc(C(F)(F)F)c1 (stereo unspecified) | 6 | 13µM* | 0% | -22% | -23% | 2 | u | 0% | -8%
C/C(CC(=O)NC1CCCCC1)=N\NC(=O)c1ccc(Br)cc1 | -12 | -2% | 7% | 4% | i | 4 | -4% | 2% | 0%
COc1ccc(/C(N)=N/OC(=O)C2CCCCC2)cc1OC | 2 | 17% | 12% | 11% | 16% | 12 | u | -15% | -2%
C=CCn1c(CSc2nnc(-c3ccccc3)n2C)n[nH]c1=S | 25 | 13% | -1% | 3% | i | 0 | 1% | 14% | 1%
Cc1sc(NC(=O)c2ccco2)c(CN2CCN(c3ccc(F)cc3)CC2)c1C | -1 | 1% | -11% | 1% | -66%[inhibitor][57.5 µM] | 25 | 0% | u | 3%
COc1ccc([N+](=O)[O-])cc1N(CC(O)CN1CCCCC1)S(=O)(=O)c1ccccc1 (stereo unspecified) | -14 | -1%[9.22 µM] | 8% | -1%[7.66 µM] | -28% | -22 | -6%[7.66 µM] | u | -5%
COc1ccc(N2CC(C(=O)N[C@@H](C)C(=O)NC3CCCC3)CC2=O)cc1 (stereo partly specified) | 2 | -10% | 0% | -10% | i | -7 | 14% | u | -4%
COc1cc(NC(=O)CN2C(=O)c3ccccc3C2=O)c(C(=O)O)cc1OC | 2 | -8% | -12% | -2% | -21% | -13 | 24% | -4% | 6%
COc1ccc(NC(=O)N2CCN(c3nc4ccccc4n3C(C)C)CC2)cc1 | 2 | -22%[9.22 µM] | 0% | -15% | i | 15 | u | 0% | 1%
CC(=O)c1cnc(SCCN2C(=O)c3ccccc3C2=O)nc1C | 1 | u | 29% | 26% | i | -4 | -1% | 3% | 0%
CCc1ccc(NC(=O)N[C@H](C(=O)O)C(C)CC)cc1 (stereo partly specified) | 2 | -3% | -1% | -9% | i | -8 | 14% | 21% | 0%
Cc1cc2oc(=O)cc(CN3CCOCC3)c2cc1O | -4 | -2% | 14% | 1% | -2% | 21 | 14% | 5% | 7%
Cc1ccc(C(=O)/C=C/C(=O)c2ccc(C)cc2)cc1 | -17 | u | 1% | u | -34%[inhibitor] | -22 | -2% | 0% | -2%
O=C(COC(=O)C1CC1)Nc1ccc(Cl)cn1 | -2 | 21% | -1% | -1% | i | -4 | 4% | 14% | -3%
O=c1c(-c2nc3ccccc3s2)cccn1Cc1ccc(Cl)cc1 | 56* | -7% | -6% | 119%[activator] | -39%[inhibitor] | 17 | 1% | -18% | 4%
O=C(NCCS(=O)(=O)N1CCCCC1)c1ccc2c(c1)OCO2 | 0 | 16% | -10% | 8% | i | -21 | 13% | 0% | 1%
Cc1nc(N(C)C2CCCCC2)c2nnn(Cc3ccc(F)cc3)c2n1 | 5 | -1% | -3% | 2% | i | -5 | 1% | u | 1%
Cc1nnc(SCC(=O)Nc2cccc(S(N)(=O)=O)c2)n1-c1ccccc1 | 0 | -2% | 5% | 16% | i | -2 | 13% | 1% | -2%

More structures:
molecule | D3 ag | TDP-43 yeast inh | GLP-1R agonist | GLP1R cytotox | PTHR1 ag | D3 antag | GLP1R inv ag | KB-V1 MDR tox | aSyn rescue
CC(=O)c1ccc(NC(=O)CSc2nccn2Cc2ccc3c(c2)OCO3)cc1 | -21 | 14% | x | -3% | -21% | x | 6% | x | x
CCOC(=O)C(CCC(=O)O)(CCC(C)C)c1csc(N)n1 (stereo unspecified) | 6 | -8% | -10% | -14% | i | 16 | 0% | 5% | -1%
COc1cccc(NC(=O)Nc2ccc3nc(N4CCN(C)CC4)cc(C)c3c2)c1 | -5 | 10% | x | u | i | x | -16% | 0% | x
O=C1c2ccccc2C(Nc2ccc(F)c(Cl)c2)N1c1ccccn1 (stereo unspecified) | -11 | -13% | -2% | -13% | -43%[inhibitor] | -2 | -7% | -9% | -3%
CCN(CC(=O)Nc1ccc(Br)cc1F)CC(=O)NC1CCS(=O)(=O)C1 (stereo unspecified) | 5 | 21% | 0% | -18% | -2% | 4 | 0% | 14% | 19%
Cn1cccc1Cc1nnc(SCC(=O)Nc2ccc3c(c2)OCCO3)n1-c1ccc(F)cc1 | 6 | 5% | -6% | 2% | i | 11 | -17% | -8% | -4%
Cc1cc(Cl)ccc1C(=O)C1CCCN(C(=O)c2ccoc2)C1 (stereo unspecified) | -1 | u | 7% | -11% | -22% | 1 | -26% | 6% | 12%
CSc1ccc(C(=O)C2CCCN(Cc3cccn3-c3cccnc3)C2)cc1 (stereo unspecified) | -5 | -2% | 16% | -9% | -17% | 2 | u | u | 6%
CCCCOC(=O)Nc1ccc(S(=O)(=O)Nc2onc(C)c2C)cc1 | 3 | 14% | -7% | -29% | -22% | 0 | 4% | -19% | u
O=Cc1cn(CCOc2ccccc2)c2ccccc12 | -8 | 11% | 10% | 4% | i | 0 | -6% | -10% | 12%
CCn1nnc(NC(=O)c2cccnc2Cl)n1 | -4 | 0% | -2% | 22% | i | -3 | 1% | 19% | 0%
COc1ccc(OCC(=O)NNC(=O)Cn2c(=O)cnc3ccccc32)cc1 | 2 | 14% | -12% | -2% | -3% | 9 | 5% | 5% | 1%
CC1CCCCN1CC(=O)Nc1ccc2c(c1)OC(F)(F)O2 (stereo unspecified) | -4 | -3%[9.22 µM] | 20% | -2% | i | 7 | u | 4% | 0%
Cc1ccc(Nc2ncnc3nc[nH]c23)cc1Cl | 4 | 17% | 6% | 0% | -76%[inhibitor] | 31 | u | 9% | 0%
C#CCSc1nnc(-c2cc3c(C(F)(F)F)nn(C)c3s2)n1C | 3 | u | 14% | -2% | -20%[57.5 µM] | 9 | 20% | -16% | 0%
CCOc1ccc(Cl)cc1S(=O)(=O)n1cnc2cc(C)c(C)cc21 | -2 | -5% | -3% | 8% | -5% | 12 | 1% | u | 1%
CC(=O)Nc1ccccc1Oc1ccccc1 | 3 | -10% | -1% | -2% | 25% | -18 | -1% | 0% | -5%
C=CCN1CCS(=O)(=O)N(Cc2ccccc2)[C@@H](C(C)C)C1=O | -12 | 14% | -4% | 14% | -31%[inhibitor] | -6 | 15% | 2% | 14%
CN(C)CCCNCC(=O)c1c(-c2ccccc2)n(C)c2ccccc12 | -17 | 6% | -3% | -21% | -90%[inhibitor] | u | u | u | -1%
O=C(NNC(=O)C12CC3CC(CC(C3)C1)C2)c1ccncc1 | -1 | 4% | 0% | -11% | -14% | 18 | 14% | 4% | 5%
CN(C)c1ccc(/C=N\Nc2ccccn2)cc1 | 6 | 10% | -4% | u | -22% | 12 | u | -3% | 6%
COc1ccccc1NC(=O)CN1C(=O)CSc2ccc(S(=O)(=O)N3CCCC3)cc21 | -8 | 11% | x | 2% | i | x | -13% | x | x
Cc1ccccc1C(=O)Nc1ccc2c(c1)OCCO2 | 7 | -4% | -4% | -1% | -86%[inhibitor] | -17 | u | 6% | -12%
CCCCN1C(=O)C(CC(=O)NC2CCCCC2)CC(C(=O)N(CC)CC)=C1C (stereo unspecified) | -9 | 0% | 1% | 11% | -18% | -9 | 7% | u | -2%
O=C(c1ccc2c(c1)N(Cc1ccc(Cl)cc1)C(=O)c1ccccc1S2(=O)=O)N1CCCCC1 | -2 | 1% | 1% | 4% | -2% | x | 7% | -10% | x
O=C(Nc1ccccc1F)c1nc(S(=O)(=O)Cc2ccccc2F)ncc1Cl | 0 | u | x | u | -49%[inhibitor] | x | 11µM* | 4% | x
CCOC(=O)c1[nH]c2ccc(OC)cc2c1NC(=O)c1ccc(OC)c(OC)c1 | 5 | u | 15% | -12% | i | 40 | 21% | u | 7%
Nc1nnc(SCC(=O)Nc2ccccc2)s1 | 12&3 | u | -5% | -5%&-6% | i | 13 | 40%&3%[activator] | u | 2%
CC(=O)Nc1c(-c2ccccc2)nc2ccc(Cl)cn12 | -14 | 6% | -2% | -1% | -9% | -4 | 24% | 22% | 5%

Assay outcomes as filed in PubChem BioAssay.
